Pin1 inh: blocks the human prolyl isomerase Pin1. Q13526. Pin1 FP peptide displacement, HiFluor488, 10 min. Potency, µM (titrated, usually from 115 µM), for the others: top-dose activity, negative = inhibition, actives largely listed as inhibitors. actives 0.009% (n = 390,000); active means well fitted inhibition curve with a large enough effect in the polarisation, with a control signal flat, not every such curve was filed as active; inconclusive means small, poorly fitted or top-dose-only effect, or effect the other way, or a change in a side signal; inactive means no such curve, though single readings can be large or run the other way; the % refers to the polarisation; further: potency means the concentration at half of the fitted maximal effect; on the % scale 0 is the no-effect control and ±100 the full control effect
PI4K2A block: PI4K2A (human) kinase inhibition; purified PI4K2A, ADP-Glo luminescence, 1 h; hits give low values; actives 0.13% (n = 420,000); activity change, negative = inhibition, % at 76.9 µM; Q9BTU6; in the data active means activity change below about -50%; inconclusive means mostly about -30% to -49%;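 further: -100% = wells without enzyme as full effect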
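ADP-Glo luminescence measured ADP generated by PI4K2A enzyme (4 ug/mL before mixing) with 1.2 mM PI substrate (pre-mix) and 300 microM ATP (pre-mix). Tris pH7.5 buffer with MgCl2, Triton X-100; 1 h reaction at ambient temperature.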
JMJD2A Tudor inh: JMJD2A Tudor domain (human) inhibition. O75164. AlphaScreen JMJD2A-Tudor / H3K4me3 peptide binding. Potency, µM (series often up to 114 µM), for the others: at the highest dose activity change, negative = inhibition, most hits filed as inhibitors. actives 4.4% (n = 390,000); further: potency means the concentration at half of the fitted maximal effect; on the % scale 0 is the no-effect control and ±100 the full control effect; nearly all actives have a fitted effect of over 50% in size
Pol eta inh: inhibitors of human DNA polymerase eta; actives 1.2% (n = 390,000); Potency, µM (doses to about 114 µM), for inactives: top-dose activity change, negative = inhibition, hits mostly inhibitors; recombinant Pol eta, fluorescent DNA replication assay; further: potency means the concentration at half of the fitted maximal effect; on the % scale 0 is the no-effect control and ±100 the full control effect
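Pol eta at 10 nM preincubated with compounds 15 min at room temperature; reaction started with fluorescent substrate (50 nM final) and read kinetically at 0 and 10 min.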
GLS inhibitor: blocks human kidney-isoform glutaminase activity. GLS enzymatic activity, qHTS titration. Potency, µM (titrated, usually from 45.5 µM), without a hit: at the top dose activity change, negative = inhibition, most hits filed as inhibitors. AID 624170. actives 0.21% (n = 410,000). O94925; further: potency means the concentration at half of the fitted maximal effect; on the % scale 0 is the no-effect control and ±100 the full control effect
Target sequence (O94925 whole entry, looked up, canonical isoform): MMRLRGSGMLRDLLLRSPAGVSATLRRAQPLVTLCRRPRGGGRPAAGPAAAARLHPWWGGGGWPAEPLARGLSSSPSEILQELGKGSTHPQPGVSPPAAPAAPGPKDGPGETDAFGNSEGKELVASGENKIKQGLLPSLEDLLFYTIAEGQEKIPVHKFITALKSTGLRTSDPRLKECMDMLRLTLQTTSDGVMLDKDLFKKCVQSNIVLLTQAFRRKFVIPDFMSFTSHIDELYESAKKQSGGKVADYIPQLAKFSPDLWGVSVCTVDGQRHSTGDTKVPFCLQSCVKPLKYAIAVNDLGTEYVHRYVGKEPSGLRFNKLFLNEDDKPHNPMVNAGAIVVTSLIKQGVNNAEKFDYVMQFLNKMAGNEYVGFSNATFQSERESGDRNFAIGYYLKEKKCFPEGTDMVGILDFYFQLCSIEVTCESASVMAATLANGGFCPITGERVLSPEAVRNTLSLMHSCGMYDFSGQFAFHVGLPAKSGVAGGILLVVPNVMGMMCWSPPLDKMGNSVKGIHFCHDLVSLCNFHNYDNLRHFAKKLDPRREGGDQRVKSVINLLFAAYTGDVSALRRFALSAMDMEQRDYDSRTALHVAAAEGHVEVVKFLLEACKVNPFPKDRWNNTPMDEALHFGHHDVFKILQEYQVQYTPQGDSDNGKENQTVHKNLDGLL
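hKGA in 45 mM KH2PO4 (pH 8.2), 0.02% Tween-20 with compound, then 1mM L-Glutamine (stock as added) plus glutamate oxidase/HRP/Amplex red coupling mix. Fluorescence read initially and after 30 min at RT; signal change reflects glutamate formation.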
BAZ2B inh: blocks human BAZ2B; Q9UIF8; AlphaScreen BAZ2B-H3K14Ac peptide displacement; Potency, µM (top dose mostly 114 µM), inactives show at the highest dose activity change, negative = inhibition, usual class: inhibitors; actives 4.4% (n = 360,000); further: potency means the concentration at half of the fitted maximal effect; on the % scale 0 is the no-effect control and ±100 the full control effect; nearly all actives have a fitted effect of over 60% in size
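Compounds, titrated to a top concentration of 110 uM, were incubated 30 min at room temperature with preformed BAZ2B/acetyl-K14 H3 peptide complex (50 nM each). Proximity signal was measured by AlphaScreen after 20 min with beads.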
HP1b binding inh: HP1-beta chromodomain-methylated histone interaction inhibition | AlphaScreen HP1-beta / biotin-H3K9me3 peptide binding | Potency, µM (titrated, usually from 114 µM), for inactives: at the top dose activity change, negative = inhibition, hits mostly inhibitors | actives 0.56% (n = 390,000); further: potency means the concentration at half of the fitted maximal effect; nearly all actives have a fitted effect of over 70% in size; inactives centre near 23
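HP1-beta protein (50 nM final) preincubated 30 min at room temperature with biotinylated H3(1-18)K9me3 peptide (50 nM) in PBS pH 7.4, 0.01% Tween-20, then compound added for 30 min. AlphaScreen streptavidin donor/nickel chelate acceptor beads (10 ug/mL final), 30 min dark, luminescence read.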
G9a inh: G9a (human) methyltransferase inhibition | Q96KQ7 | Potency, µM (top dose mostly 102 µM), inactives show top-dose activity, negative = inhibition, usual class: inhibitors | G9a H3K9 monomethylation, AlphaScreen, 2 h | actives 8.8% (n = 350,000); further: potency means the concentration at half of the fitted maximal effect; on the % scale 0 is the no-effect control and ±100 the full control effect; nearly all actives have a fitted effect of over 75% in size
Target sequence (Q96KQ7 913-1193 limits assumed): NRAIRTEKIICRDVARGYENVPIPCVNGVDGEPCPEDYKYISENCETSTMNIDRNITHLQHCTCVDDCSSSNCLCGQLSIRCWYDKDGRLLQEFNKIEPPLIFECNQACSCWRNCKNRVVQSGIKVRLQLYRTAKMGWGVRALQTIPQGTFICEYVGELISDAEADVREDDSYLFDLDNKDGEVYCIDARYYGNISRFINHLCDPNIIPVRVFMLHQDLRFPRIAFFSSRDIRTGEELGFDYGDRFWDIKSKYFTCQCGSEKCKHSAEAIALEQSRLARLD
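AlphaScreen read-out: biotin-H3K9 peptide (500 nM) methylation by 20 nM enzyme with 20 uM SAM, 2 h at room temperature after 15 min compound preincubation; anti-monomethyl H3K9 antibody plus donor/acceptor beads, 10 min dark.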
Tb PGK inh: T. brucei PGK inhibition. P07378. PGK/GAPDH coupled, Kinase-Glo luminescence, 60 min. Potency, µM (top dose mostly 57.5 µM), for the others: top-dose activity change, negative = inhibition, hits mostly inhibitors. actives 0.043% (n = 380,000); further: potency means the concentration at half of the fitted maximal effect; on the % scale 0 is the no-effect control and ±100 the full control effect; nearly all actives have a fitted effect of over 60% in size
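Recombinant glycosomal PGK reaction used 1,3-bisphosphoglycerate generated in-well by GAPDH (100nM final) in 100mM TEA pH 7.6, 5mM MgCl2, 0.01% Tween-20. After 60 minutes at room temperature, ATP was read by Kinase-Glo Plus luminescence end-point.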
* hit, by the source's call; i = inactive; ? = inconclusive; · = not tested or not shown; & = joins results of further samples; [ ] = another dose, or the depositor's remark. Unless noted, the call rests on the fitted dose curve; in most records, active means well fitted curve in the direction sought with a large enough effect; inconclusive means small, poorly fitted or top-dose-only effect, or another doubt; inactive means no such curve, though single readings can be large; an effect the other way counts as inactive or inconclusive. Only part of the results is shown. The share of hits here may be higher or lower than overall.

GLS inhibitor,Pol eta inh,G9a inh,JMJD2A Tudor inh,HP1b binding inh,Pin1 inh,Tb PGK inh,PI4K2A block,BAZ2B inh,compound
-1%,-10%,-26%,-1%,18%,-11%,4%,2,9%,COc1ccc(NS(=O)(=O)c2cc(NC(=O)CCNC(=O)c3ccco3)ccc2OC)cc1
1%,-21%,4%[12.7 µM],8%,45%[activator],0%,-3%,8,0%,O=C(Cn1c(=O)nc(-c2ccccc2)c2ccccc21)NCCc1ccccc1
2%,-14%,10%[59 µM],-16%,27%,?,0%,7,-2%,CSC1=N/C(=C\c2ccc(C)s2)C(=O)S1
0%,-11%,5%[12.7 µM],4%,50%[activator],?,1%,-2,3%,COc1ccc(C2=NOC(C)(c3nnc(-c4ccc(F)cc4)o3)C2)cc1 (centres undefined)
12%,?,-5%,-26%,1%,-3%,-9%,1,-31%,CCOc1ccc(Cc2nnc(SCC(=O)Nc3ccc(C(C)=O)cc3)[nH]c2=O)cc1
1%,-17%,69%[activator],0%,31%,-5%,1%,-1,-10%,O=C(COC(=O)C1=COCCO1)Nc1cccc(S(=O)(=O)N2CCOCC2)c1
17%,5%,5%[59 µM],-9%,78%[activator],-2%,-1%,-4,-24%,COc1ccc(-c2cc(=O)oc3c4c(ccc23)OCN(Cc2ccccc2)C4)cc1
-6%,·,?,-12%,6%,1%,·,2,1%,Cc1cc(Cl)ccc1NC(=O)CSc1nc2c(c(=O)[nH]1)CCC2
16%,-15%,4%,-6%,49%[activator],-3%,2%[11.5 µM],2,0%,Cc1ccc(C)c(N2CCN(CC3CC=CCC3)CC2)c1 (centres undefined)
-5%,?,2%[59 µM],-8%,33%,5%,-3%,-5,4%,CCCCCCc1cc2cc(C(=O)Nc3ccc(OC)cc3)c(=O)oc2cc1O
9%,-10%,?,79µM*,-11%,?,-2%,2,?,CC(N=Cc1nc(-c2ccccc2)oc1O)c1ccccc1 (centres undefined)
-4%,-13%,1%[2.33 µM],-2%,47%[activator],0%,i,1,13%,OCC[C@H]1C[C@H](O)[C@@H](O)[C@]2(OCc3ccccc32)O1
6%,-11%,6%[59 µM],-18%,6%,-2%,0%,0,?,O=C(c1cn(-c2ccccc2)nc1-c1ccc(Cl)cc1)N1CCOCC1
-1%,-10%,7%[0.501 µM],-6%,27%,-4%,-1%,2,8%,CCOc1ccc(CCNC(=O)COC(=O)CCc2cc(OC)c(OC)c(OC)c2)cc1OCC
-3%,-20%,·,-25%,-2%,-11%,-10%,-1,-18%,Cc1cc(C)c(CN2CCC(n3nccc3NC(=O)c3ccccc3Cl)CC2)cc1C
6%,-24%,8%[0.501 µM],-35%,22%,9%,-3%,6,?,COc1cccc(/C=N/NC(=S)NCCc2ccccc2)c1OC
0%,-14%,-12%[59 µM],-4%,24%,-3%,-2%,0,0%,S=C1N[C@H]2CCCC[C@@H]2N1
-8%,-9%,12%[2.33 µM],-6%,32%,-1%,2%,0,9%,C[C@@H](O)[C@H]1O[C@]2(C)CCC[C@H]1O2
16%,-2%,-26%[59 µM],-5%,40%[activator],?,4%,1,1%,Cn1nc(SCC(=O)O)sc1=S
-6%,-12%,?,-30%,9%,-7%,-2%,1,-27%,O=C(c1cccc(S(=O)(=O)N2CCN(c3ccc(F)cc3)CC2)c1)N1CCCCCCC1
3%,-1%,-1%[59 µM],-14%,19%,0%,0%,-2,2%,CC(=O)Nc1cc(C(=O)OCC(=O)c2ccccc2)ccc1C
-9%,-18%,-31%,-11%,-19%,1%,-10%,-6,4%,CSc1ccc(S(=O)(=O)N2CCC(C(=O)NCCN3CCOCC3)CC2)cc1
2%,-10%,?,-20%,-2%,5%,-15%,4,?,CCC(C)(C)NC(=O)C(c1cccn1C)N(C(=O)Cn1nnc2ccccc21)c1ccccc1OC (centres undefined)
21%,-22%,73%[activator][12.7 µM],-24%,15%,-1%,-10%,7,-5%,C=CCNC(=S)N/N=C/c1ccc(C)s1
-3%,-9%,-2%[59 µM],-6%[57.1 µM],56%[activator],0%,-6%,6,10%,CCOC(=O)N1CCN(C(=O)C2CC(=O)N(c3ccc(OC)cc3)C2c2ccc(OC)cc2)CC1 (centres undefined)
17%,-27%,12%,?,-6%,-6%,i,-2,-9%,O=C(N/N=C/c1cnc(N2CCCCC2)s1)c1ccc(Cl)cc1
0%,-5%,13%,-12%[57.1 µM],36%,5%,-2%,5,-2%,CNS(=O)(=O)/C=C/c1ccccc1
6%,-22%,-15%,-20%,39%,?,-6%,3,-1%,Cc1nn(Cc2c(F)c(F)c(F)c(F)c2F)c(C)c1NC(=O)c1ccc(COc2ccccc2Cl)o1
-3%,12%,-3%[59 µM],-16%,37%,-1%,-11%,-4,2%,C=CCc1c(C)nc(SC(C)C)[nH]c1=O
-2%,-8%,13%[59 µM],-7%,21%,17%,i,0,22%,Cc1cccc(N2CCN(S(=O)(=O)c3ccc(-c4ccc(=O)[nH]n4)o3)CC2)c1C
-1%,11%,20%[59 µM],-14%,8%,0%,-4%[11.5 µM],4,10%,CC(Sc1nc(-c2ccccc2)cc(C(F)(F)F)n1)C(=O)N1CCC(C(N)=O)CC1 (centres undefined)
0%,-3%,-3%[59 µM],-4%,31%,-8%,-9%,-9,-1%,O=C(Nc1c[nH]c(=O)[nH]c1=O)c1ccc2c(c1)C(=O)N(c1cccc([N+](=O)[O-])c1)C2=O
2%,-3%,16%,-9%,13%,5%,0%,4,5%,CCC(CO)NC(=O)c1cccc(S(=O)(=O)N2c3ccccc3CC2C)c1 (centres undefined)
19%,-7%,?,-18%,51%[activator],-8%,-7%,-3,8%,CN(C)CCCNC(=S)N(CCN(C)C)Cc1cc2cc3c(cc2[nH]c1=O)OCCO3
-8%,-14%,-42%,-11%,4%,-2%,-1%,-7,8%,CCCCN(C(=O)C1CC(=O)N(c2ccc3c(c2)OCCO3)C1)c1c(N)n(CC(C)C)c(=O)[nH]c1=O (centres undefined)
-2%,-7%,8%[2.33 µM],-17%,59%[activator],-14%,-2%,-2,8%,CC(C(=O)O)N(c1ccccc1Cl)S(C)(=O)=O (centres undefined)
-8%,-12%,·,?,19%,4%,-1%,-1,-7%,CCOC(=O)N1CCN(CC(=O)Nc2nc3ccccc3s2)CC1
1%,-10%,·,-16%,33%,2%,5%,2,·,Cc1cccc(-c2oc3ccc(-c4ccc5c(c4)OCO5)cc3c2-c2ccc(OC3CCCCO3)cc2)c1 (centres undefined)
22%,-6%,3%,-13%,32%,-5%,-9%,-4,-16%,Nc1nc(C2CCOCC2)cs1
1%,-17%,7%[59 µM],-11%,41%[activator],0%,-9%,0,2%,CCCSc1nc(=O)c2c(n1C)NC(=O)CC2c1cccc(F)c1F (centres undefined)
26%,-8%,-31%,?,-1%,?,i,1,-12%,O=C(NC(Cc1ccccc1)C(=O)O)/C(=C/c1ccccc1)NC(=O)c1cccc(Br)c1 (centres undefined)
-9%,1%,4%[59 µM],0%,34%,3%,-2%,0,3%,CCOC(=O)c1sc2ncn(CC(=O)Nc3ccc(OC)c(Cl)c3)c(=O)c2c1C
13%,-17%,3%[59 µM],-14%,14%,2%,-1%,7,-22%,CC(=O)Nc1ccc2nc(NC(=O)COc3ccccc3C)sc2c1
24%,-8%,?,?,-17%,-2%,i,4,?,Nc1cc(S(=O)(=O)Nc2ccccc2Cl)ccc1N1CCCC1
6%,-9%,-20%,-10%,17%,8%,-8%,1,31%[activator],CC(C#N)(NC(=O)CN1CCN(S(=O)(=O)c2cc(C(F)(F)F)ccc2Cl)CC1)C1CC1 (centres undefined)
7%,1%,-11%[59 µM],-11%,15%,0%,-9%,3,-35%,CC(=O)c1ccc2c(c1)CC(C)C(=O)N2C (centres undefined)
0%,?,-2%[59 µM],-8%,8%,4%,-8%,-1,-28%,O=C(Cn1c(COc2ccccc2)nc2ccccc21)Nc1cc(Cl)cc(Cl)c1
-5%,-5%,14%,-8%,18%,-6%,-8%,5,-2%[57.1 µM],Cc1ncccc1C(=O)N1CCCC(CCC(=O)N2CCN(c3ccccn3)CC2)C1 (centres undefined)
12%&11%,-3%&-8%,4%,0%&-7%,51%&35%[activator],1%&3%,-3%&-3%,-1&-7,4%&-13%,CCn1c(NCc2ccc(OC)cc2)nc2ccccc21
6%,-13%,-3%[59 µM],-17%,26%,15%,-3%,-4,11%,COc1ccc(N(C)S(=O)(=O)c2cccc(C(=O)NCc3ccc(C)cc3)c2)cc1
-3%,-18%,18%[59 µM],-18%,35%,?,0%,42,-6%,c1ccn2c(CNc3ncnc4sccc34)nnc2c1
11%,14%,8%,-6%,15%,-6%,-4%,-3,2%,CCCC(=O)NCCCCNC(=O)CCC
11%,-7%,-6%,-4%,28%,-2%,i,-1,-30%,O=C(O)/C=C/c1cn(-c2ccccc2)nc1-c1cccs1
5%,-1%,-4%,-11%,9%,-10%,-1%,0,6%,Cc1ccc(S(=O)(=O)Nc2cccc(C(=O)NCC3CCCO3)c2)cc1F (centres undefined)
19%,-21%,·,2%,44%[activator],-3%,-3%,0,-1%,NCCc1nnc(SCc2c(Cl)cccc2Cl)o1
-1%,-10%,-3%[2.33 µM],17%,18%,-3%,-7%,1,?,O=C(O)c1ccc(CNCc2ccccc2Cl)cc1
2%,?,·,-15%,?,3%,7%,5,·,O=C(C=Cc1ccco1)c1ccc2ccccc2c1

Screening results as filed in PubChem.
